Assay outcomes (PubChem)
p47phox inh: inhibitors of human p47phox binding; inhibition, % at 24.7 µM; 220,000 tested, 0.53% active; p47phox/p22phox peptide binding, fluorescence polarization, 2 h; AID 1274; P14598;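 active = inhibition above about 30%, limit read from the data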;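 also: 0% = p47phox with labelled peptide and 100% = labelled peptide alone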
BaF3 parental: parental Ba/F3 viability inhibition as JAK2V617F counter-screen; CellTiter-Glo ATP luminescence; inhibition, % at 5.6 µM; 220,000 tested, 1.1% active;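 active = inhibition above a per-campaign cutoff, the mean inhibition of all tested compounds plus 3 SD, cut at about 27% in these data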;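 also: 0% = DMSO wells and 100% = JAK Inhibitor I control wells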
p97 ATPase inh: blocks human p97 ATPase activity | 220,000 tested, 0.42% active | inhibition, % at 8 µM | recombinant p97 ATPase, Kinase-Glo ATP luminescence, 3 h | P55072; in the data active = inhibition above about 15%;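 also: 0% = DMSO vehicle and 100% = wells lacking enzyme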
Furin inhibitor: blocks human furin protease activity | P09958 | purified furin, fluorogenic substrate cleavage | inhibition, % at 30 µM | 220,000 tested, 0.061% active | AID 463115; in the data active = inhibition above about 25%; also: inactives centre near -15
Target sequence (P09958 108-714 limits assumed): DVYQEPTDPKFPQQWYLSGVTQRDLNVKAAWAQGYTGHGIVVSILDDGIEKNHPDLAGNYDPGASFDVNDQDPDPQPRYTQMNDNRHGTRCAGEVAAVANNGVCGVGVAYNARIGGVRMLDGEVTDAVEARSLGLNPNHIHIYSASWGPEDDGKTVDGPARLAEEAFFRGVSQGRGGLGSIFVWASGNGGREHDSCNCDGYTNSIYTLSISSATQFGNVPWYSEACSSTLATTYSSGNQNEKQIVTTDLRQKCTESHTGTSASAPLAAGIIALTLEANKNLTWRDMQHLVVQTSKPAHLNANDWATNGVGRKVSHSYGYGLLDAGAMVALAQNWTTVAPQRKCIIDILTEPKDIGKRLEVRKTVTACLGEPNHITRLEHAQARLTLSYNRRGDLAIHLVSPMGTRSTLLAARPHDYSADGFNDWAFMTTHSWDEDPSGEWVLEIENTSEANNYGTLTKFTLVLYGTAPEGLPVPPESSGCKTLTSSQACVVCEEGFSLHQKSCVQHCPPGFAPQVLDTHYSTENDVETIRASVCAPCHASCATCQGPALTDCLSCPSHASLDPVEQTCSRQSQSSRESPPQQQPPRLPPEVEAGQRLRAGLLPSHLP
Ba/F3 V617F tox: reduce viability of Ba/F3 cells dependent on JAK2V617F; Ba/F3 EpoR-JAK2V617F viability, ATP luminescence; inhibition, % at 5.6 µM; 220,000 tested, 1.1% active; AID 1446;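 active = inhibition above the campaign mean plus 3 SD over all tested compounds, cut at about 24% in these data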;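 also: cytokine-independent growth of Ba/F3 cells driven by EpoR plus mutant JAK2; 0% = DMSO-treated cells and 100% = JAK inhibitor I control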
PPC-1+TRAIL kill: PPC-1 cancer cell killing with TRAIL present; PPC-1 cells + TRAIL, ATPLite viability luminescence; 220,000 tested, 0.41% active; cell killing (% activity), % at 4 µM;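 active = cell killing above 50% in the first pass at 4 µM, then a duplicate retest at 5 µM averaging 50% or more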;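 also: plate controls were cells with TRAIL plus DMSO for no effect and medium-only wells lacking cells for full effect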
EP2 antag: inhibitors of human EP2 prostaglandin E2 receptor | inhibition, % at 25 µM | C6 glioma cells expressing human EP2, cAMP TR-FRET; cells stimulated with saturating PGE2 | 260,000 tested, 0.52% active;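 active = percent inhibition above 40 after rounding to a whole number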;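 also: rat C6 glioma host cells with rolipram phosphodiesterase inhibitor present; the protocol text gives 20 µM as final concentration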
Target sequence (P43116 whole entry, looked up): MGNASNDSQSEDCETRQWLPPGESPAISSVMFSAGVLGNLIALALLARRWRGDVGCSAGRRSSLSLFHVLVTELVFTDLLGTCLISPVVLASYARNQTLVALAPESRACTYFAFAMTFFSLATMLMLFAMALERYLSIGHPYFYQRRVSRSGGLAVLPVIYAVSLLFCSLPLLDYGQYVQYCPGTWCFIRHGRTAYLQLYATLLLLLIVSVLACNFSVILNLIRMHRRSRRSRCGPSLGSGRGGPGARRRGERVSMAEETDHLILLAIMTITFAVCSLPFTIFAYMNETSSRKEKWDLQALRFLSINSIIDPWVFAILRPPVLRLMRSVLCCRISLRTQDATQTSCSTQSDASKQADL
TbHK1 inh: T. brucei hexokinase 1 inhibition | 220,000 tested, 0.11% active | inhibition, % at 10 µM | recombinant TbHK1, G6PDH-coupled NADH A340;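 active = inhibition of 50% or more in the single-dose primary screen; inactive = inhibition below 50%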
RBBP9 inhibitor: inhibitors of human serine hydrolase RBBP9 | inhibition, % at 7.94 µM | AID 1515 | 220,000 tested, 0.2% active | recombinant RBBP9, FP-Rh probe fluorescence polarization | O75884;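 active = inhibition above the campaign mean of all tested compounds plus 3 SD, cut at about 14% in these data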;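 also: plate controls were DMSO wells with RBBP9 for no effect and wells lacking RBBP9 protein for full effect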
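Test system: recombinant human RBBP9. Quantity: 2.5 µM RBBP9 dispensing solution, before mixing. Detection: FP readout at 525/598 nm. Reagent: Serine-hydrolase probe FP-Rh, 375 nM pre-mixing. Measure: % inhibition. Control set: DMSO-treated enzyme wells and wells lacking RBBP9. Buffer or medium: Tris-NaCl-Pluronic buffer, pH 8.0. Times: preincubation 30 min plus labeling 45 min at 25 °C.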
* = called active by the depositor; / = not tested or not shown; [ ] = another dose, or the depositor's remark. A portion of the library, so the mix of outcomes need not match the whole.

entry	Compound	p47phox inh	BaF3 parental	p97 ATPase inh	Furin inhibitor	Ba/F3 V617F tox	PPC-1+TRAIL kill	EP2 antag	TbHK1 inh	RBBP9 inhibitor
1	CN(C)CCNC(=O)COc1ccc(Cl)cc1Cl	-5	4	2	-8	2	-1	3	15	-5
2	Cc1cc(NS(=O)(=O)c2ccc(NC(=S)NCc3ccccc3)cc2)no1	-2	1	3	-16	-1	-2	3	-10	-1
3	COc1ccc(CCNC(=O)Cn2cnc3ccccc3c2=O)cc1OC	-1	-1	3	-6	-2	6	3	1	-8
4	CCOC(=O)N1CCN(C(=S)NCCOC)CC1	5	4	-4	-8[20 µM]	1	15	8	-7	-12
5	O=S(=O)(NCCc1cn2ccccc2n1)c1ccc2c(c1)CCCC2	-4	9	5	-17	0	-2	12	1	-6
6	COc1ccc(CNC(=O)C(=O)NCc2cccnc2)cc1	-6	-2	7	-1	-4	2	6	-1	-1
7	CC(C)(C)n1nnnc1C(c1cccnc1)N1CCN(c2ccccn2)CC1 (stereo not given)	-6	10	5	-23	1	9	4	-4	7
8	C=CCn1c(CNc2ccc(C)cc2)nnc1SCC(=O)N/N=C/c1ccc(O)cc1	-10	-1	1	-7[20 µM]	-3	3	16	-9	-3
9	O=C(N/N=C\c1ccccn1)C1c2ccccc2Oc2ccccc21	-6	5	3	-9	-1	0	3	1	-7
10	Cc1ccc(NC(=O)/C(=C/c2cccc([N+](=O)[O-])c2)NC(=O)C2CCCCC2)c(C)c1	7	-2	2	-17[20 µM]	-3	15	0	-7	-5
11	O=C(NCc1ccccn1)C1CC(c2ccc(F)cc2)=NO1 (stereo not given)	-9	4	5	-24[20 µM]	-2	10	4	2	-9
12	CN(c1ccccc1)S(=O)(=O)c1cccc(NC(=O)CSc2nncn2C)c1	6	6	1	-3	0	-3	10	33	0
13	CCOC(=O)C1(Cc2ccc(OC)cc2)CCN(C(=O)CN2CCN(CC)CC2)CC1	-1	10	0	-25	4	13	3	-1	-2
14	Cc1cc(C)c(Cc2c(C)nc3c(C(=O)NCc4ccco4)cnn3c2C)c(C)c1	-8	8	-4	-18[20 µM]	3	19	7	1	-7
15	CCOC(=O)N1CCC(N2CCN(C3CCCC3)C(CCO)C2)CC1 (stereo not given)	-7	6	5	-10	0	16	6	-3	-4
16	CCN(CC)c1ccc(NC(=S)NC(=O)c2cccs2)cc1	-2	3	-3	-13	0	-4	3	6	-4
17	CCOC(=O)c1nc(NCc2ccccc2)c2ccccc2n1	-10	-2	5	-13	-1	0	4	-8	1
18	COc1ccc(N(C(C)C(=O)N/N=C/c2ccc(OC)c(OC)c2)S(C)(=O)=O)cc1 (stereo not given)	12	2	2	-27	0	6	9	-20	-5
19	COc1ccc(/C=C(\C#N)C(=O)Nc2cccc3ncccc23)cc1OC	-11	3	1	-12	2	13	7	-50	-29
20	Cn1c(CSCc2ccc(Cl)c(Cl)c2)n[nH]c1=S	10	1	3	-24	-3	24	2	-1	4
21	O=C(Nc1cc(=O)[nH]c2nc(-c3ccccc3)nn12)c1ccccc1Cl	-113	0	3	-23	-3	7	9	-17	-9
22	CCCCN(C(=S)SC)C1CCS(=O)(=O)C1 (stereo not given)	-15	-1	3	-21	-3	-1	9	-8	-4
23	CC(C)C(=O)N1CCN(c2ccc(NC(=O)c3ccc([N+](=O)[O-])o3)cc2Cl)CC1	4	-9	-3	-9	10	37	116*	-15	-4
24	Cc1ccc2cccc(OCC(=O)Nc3ccc(N4CCOCC4)cc3)c2n1	-2	13	1	-17	1	4	3	-6	-3
25	COc1ccc(S(=O)(=O)Cc2ccc(C(=O)NCCc3ccc(S(N)(=O)=O)cc3)o2)cc1	5	5	4	-22	-4	-8	7	7	1
26	CCOC(=O)C1CCCN(C(=O)COc2ccc(N(C)S(=O)(=O)c3ccc(F)cc3)cc2)C1 (stereo not given)	-8	5	0	-5	4	11	4	-3	-1
27	Cn1c(NNC(=O)c2ccc(C(C)(C)C)cc2)cc(=O)n(C)c1=O	-6	6	1	-11	2	10	6	-5	-3
28	O=C(CSc1nnc(-c2ccco2)n1-c1ccccc1)N1CCc2ccccc21	/	0	1	-19[20 µM]	-1	/	/	-2	-7
29	O=C1C(Cc2ccc3[nH]ccc3c2)NC(=S)N1c1ccccc1 (stereo not given)	-18	3	5	-10	-2	-4	10	-5	6
30	O=C(C1CCC1)N1CCc2cc(S(=O)(=O)NCc3cccnc3)ccc21	1	7	1	-16	1	16	10	-2	-6

Ordered by count of non-hydrogen atoms (low to high): part of the list above.
entry	Compound	p47phox inh	BaF3 parental	p97 ATPase inh	Furin inhibitor	Ba/F3 V617F tox	PPC-1+TRAIL kill	EP2 antag	TbHK1 inh	RBBP9 inhibitor
22	CCCCN(C(=S)SC)C1CCS(=O)(=O)C1 (stereo not given)	-15	-1	3	-21	-3	-1	9	-8	-4
1	CN(C)CCNC(=O)COc1ccc(Cl)cc1Cl	-5	4	2	-8	2	-1	3	15	-5
6	COc1ccc(CNC(=O)C(=O)NCc2cccnc2)cc1	-6	-2	7	-1	-4	2	6	-1	-1
17	CCOC(=O)c1nc(NCc2ccccc2)c2ccccc2n1	-10	-2	5	-13	-1	0	4	-8	1
27	Cn1c(NNC(=O)c2ccc(C(C)(C)C)cc2)cc(=O)n(C)c1=O	-6	6	1	-11	2	10	6	-5	-3
15	CCOC(=O)N1CCC(N2CCN(C3CCCC3)C(CCO)C2)CC1 (stereo not given)	-7	6	5	-10	0	16	6	-3	-4
21	O=C(Nc1cc(=O)[nH]c2nc(-c3ccccc3)nn12)c1ccccc1Cl	-113	0	3	-23	-3	7	9	-17	-9
19	COc1ccc(/C=C(\C#N)C(=O)Nc2cccc3ncccc23)cc1OC	-11	3	1	-12	2	13	7	-50	-29
7	CC(C)(C)n1nnnc1C(c1cccnc1)N1CCN(c2ccccn2)CC1 (stereo not given)	-6	10	5	-23	1	9	4	-4	7
18	COc1ccc(N(C(C)C(=O)N/N=C/c2ccc(OC)c(OC)c2)S(C)(=O)=O)cc1 (stereo not given)	12	2	2	-27	0	6	9	-20	-5
8	C=CCn1c(CNc2ccc(C)cc2)nnc1SCC(=O)N/N=C/c1ccc(O)cc1	-10	-1	1	-7[20 µM]	-3	3	16	-9	-3
25	COc1ccc(S(=O)(=O)Cc2ccc(C(=O)NCCc3ccc(S(N)(=O)=O)cc3)o2)cc1	5	5	4	-22	-4	-8	7	7	1
26	CCOC(=O)C1CCCN(C(=O)COc2ccc(N(C)S(=O)(=O)c3ccc(F)cc3)cc2)C1 (stereo not given)	-8	5	0	-5	4	11	4	-3	-1

Going on with the list:
entry	Compound	p47phox inh	BaF3 parental	p97 ATPase inh	Furin inhibitor	Ba/F3 V617F tox	PPC-1+TRAIL kill	EP2 antag	TbHK1 inh	RBBP9 inhibitor
31	CC1(C)CC(=O)C2=C(C1)Nc1ccccc1N1C(=O)c3ccccc3C21 (stereo not given)	-7	7	2	-5[20 µM]	1	14	5	-28	-6
32	COc1ccc(OC)c(C(=O)c2coc3ccc(OC(C)=O)cc23)c1	6	11	-3	-8	3	9	14	-4	-7
33	COc1ccc(-c2nc(Cn3c(SCc4ccccc4F)nc4ccncc43)c(C)o2)cc1	-14	10	-7	-14	5	2	9	-3	-9
34	CCCCNC(=S)N/N=C/c1ccc(C)s1	-11	-1	-2	5[20 µM]	-3	-2	/	-29	-17
35	O=C(CSc1nnc(-c2cccs2)n1Cc1ccco1)Nc1ccc2c(c1)OCO2	-5	1	3	-1[20 µM]	-3	1	16	0	-6
36	CCOc1ccccc1N1CCN(C(=O)c2c(C)noc2C)CC1	8	5	2	-14[20 µM]	-3	12	1	3	-3
37	COC(=O)c1cc(OC)c(OC)cc1-n1cnc2cc(OC)c(OC)cc2c1=O	-7	-2	4	-22	-3	13	8	-5	1
38	Cc1ccc(OCCC(=O)Nc2c(C)n(C)n(-c3ccccc3)c2=O)cc1	-6	7	-4	-19[20 µM]	1	11	-2	-6	8
39	O=C(NCc1cccs1)C1CC(=O)N(c2ccc(F)cc2)C1 (stereo not given)	10	5	9	-13	-4	-6	7	-5	4
40	O=C1NC(c2ccccc2)=C(c2ccc3ccccc3n2)C(c2ccccc2)N1 (stereo not given)	-8	1	3	-13	2	-11	8	-7	-2
41	C/C(N)=C(/C#N)C(=O)COC(=O)c1ccncc1	-7	6	0	-9	0	20	8	10	-9
42	COC(=O)CSc1ncc(C#N)c(N)n1	-9	4	6	-14	-3	-12	11	-2	-9
43	COc1cccc(NC(=O)CCSc2ccc(C)cc2)c1	-11	3	-2	-1	1	-1	7	-4	-7
44	CC[C@H](C)/C=C(C)/C=C/C1=CC2=CC(=O)[C@]3(C)OC(=O)[C@@H](C(C)=O)[C@@H]3C2=CO1	-34	-8	-4	-12	1	-7	21	-9	2
45	COc1ccc(/C=C/C(=O)NCc2cn(C)nc2C)cc1COc1ccc(Br)cc1	-6	0	-5	-18[20 µM]	-3	5	7	-11	-17
46	COc1ccc(NS(=O)(=O)c2ccc(N3CCCC3=O)cc2)cn1	4	6	9	-23	-2	-14	5	-6	-4
47	COc1cccc(OCCCN2CCN(S(=O)(=O)c3ccc(NC(C)=O)cc3)CC2)c1	-39	6	-2	-14[20 µM]	-1	-5	8	-24	-4
48	COc1cc(OC)cc(-c2nnc(SCC(=O)N3CCCCC3)o2)c1	-8	5	-7	-9	3	11	3	4	-2
49	O=C(CN1CCN(CC(=O)Nc2ccccc2C(F)(F)F)CC1)Nc1ccccc1F	-9	5	-3	-1	1	4	14	4	3
50	CN1C=C/C(=C\c2cc[n+](C)c3ccccc23)c2ccccc21	-3	51*	-3	-27	19	/	9	1	-5
51	CCOC(=O)N1CCN(c2nc3ccccc3nc2C(C#N)S(=O)(=O)c2ccc(C)cc2)CC1 (stereo not given)	-21	4	4	-15	-3	13	/	-4	2
52	O=C(CSc1ncccn1)NC(=O)NCc1ccco1	-1	2	2	-12	1	-3	5	1	-9
53	Cc1cccc(CSCCNC(=O)c2ccc(N(C)S(=O)(=O)c3ccccc3)cc2)c1	-3	3	-3	-7[20 µM]	0	-7	22	13	-19
54	CC(=O)N=C(N)Sc1nc2ccccc2[nH]1	-6	6	4	-16[20 µM]	-2	28	9	-5	-1
55	CC(=O)Nc1ccc(OCC(=O)NCc2ccc3c(c2)OCO3)cc1	1	2	0	-19	0	3	6	2	-6
56	Cc1occc1C(=O)Nc1sc2c(c1C(N)=O)CCCCC2	-19	1	3	-13[20 µM]	-2	16	14	-2	-4
57	COc1ccccc1CNC(=O)c1ccc2c(=O)n(CCCN3CCCC3=O)c(=S)[nH]c2c1	-4	4	1	-8	2	4	10	-4	-4
58	CC(C)c1ccc(N(CC(=O)Nc2ccc(S(=O)(=O)N3CCOCC3)cc2)S(C)(=O)=O)cc1	-5	4	-4	-19[20 µM]	8	22	13	-6	-4
